NLRP3 yeast inh = inhibitors of NALP3 inflammasome in yeast; 0.39% of 330,000 active; inhibition, % at 10 µM; Yeast reconstituted NLRP3/ASC/caspase-1, beta-gal luminescence, 24 h;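 active means inhibition of 50% or more; inactive means inhibition below 50%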;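 further: plate controls were induced DMSO wells for no effect and uninduced yeast grown without galactose for full effect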
ATG4B inhibitor = blocks human ATG4B protease cleavage of LC3 substrate. ATG4B cleavage of LC3-PLA2, NBD-HPC fluorescence, 1 h. Q9Y4P1. inhibition, % at 8.33 µM. 0.51% of 340,000 active; in the data active means inhibition above about 40%
Target sequence (Q9Y4P1 whole entry, looked up): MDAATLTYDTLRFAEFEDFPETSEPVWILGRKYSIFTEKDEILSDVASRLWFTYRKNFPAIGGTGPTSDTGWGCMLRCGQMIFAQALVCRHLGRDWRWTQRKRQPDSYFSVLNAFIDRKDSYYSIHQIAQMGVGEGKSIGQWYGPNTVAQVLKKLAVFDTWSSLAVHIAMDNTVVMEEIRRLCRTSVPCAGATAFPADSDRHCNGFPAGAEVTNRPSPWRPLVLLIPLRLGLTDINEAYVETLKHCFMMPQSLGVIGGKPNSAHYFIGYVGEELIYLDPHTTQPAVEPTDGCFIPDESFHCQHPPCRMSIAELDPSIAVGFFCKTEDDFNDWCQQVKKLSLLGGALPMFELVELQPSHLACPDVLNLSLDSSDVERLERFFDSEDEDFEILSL
mIAP act = mouse IAP activation | 0.24% of 330,000 active | muIAP, CDP-Star luminescence, 30 min; hits give high values; 1 = vehicle-only enzyme signal, 0 = enzyme-free wells | activation factor at 10 µM | AID 2805;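 active means activation factor of at least 2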; further: the source names both 10 and 20 µM as test concentration; values of inactives mirror those of a sister screen read the other way
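System: Mouse IAP enzyme | Also added: CDP-Star substrate | Dosing: Compounds dispensed in DMSO | Schedule: 30 min enzyme-substrate-compound incubation at room temperature | Technique: Chemiluminescence readout | Control set: DMSO-only wells and no-enzyme negative control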
tim10-1 inh = inhibits growth of tim10-1 mutant yeast; S. cerevisiae tim10-1 ts strain growth, BacTiter-Glo, 24 h; inhibition, % at 20 µM; 2.2% of 330,000 active; AID 463190;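 active means inhibition of at least 40%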;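 further: mutant grown at 25 °C; 0% = DMSO wells with yeast and 100% = wells holding no yeast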
Apaf1 inhib = human Apaf-1 inhibition. inhibition, % at 20 µM. 0.71% of 330,000 active. AID 489030. reconstituted apoptosome caspase-3 activity, DEVD-Rh110 fluorescence. O14727; active means inhibition of at least 40% at 20 µM;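 further: plate controls were DMSO wells for no effect and DEVD-CHO caspase inhibitor wells for full effect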
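System: Apoptosome proteins | Medium: Hepes pH 7.5 with detergent and BSA | Also added: Cytochrome c trigger plus (Z-DEVD)2-Rh110 caspase-3 substrate | Incubation: 30 min compound preincubation, 50 min activation, room temperature | Detection: Rhodamine 110 fluorescence at Ex 480/Em 540 nm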
mIAP inh = blocks mouse intestinal alkaline phosphatase; 0.2% of 330,000 active; purified mouse IAP, CDP-Star luminescence, 30 min; inhibition, % at 10 µM;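 active means inhibition of at least 40% at 10 µM in the primary screen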;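 further: plate controls were DMSO with enzyme for no effect and no enzyme wells for full effect; values of inactives mirror those of a sister screen read the other way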
TIM10 inh = growth inhibitors of TIM10 yeast strain; S. cerevisiae TIM10 strain growth, BacTiter-Glo luminescence, 24 h; inhibition, % at 10 µM; 1.4% of 330,000 active; AID 463195;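 active means inhibition of 40% or more at the single tested concentration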;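 further: wild-type TIM10 isogenic control strain grown at permissive 25 °C; 0% = DMSO yeast wells and 100% = minimal medium wells without yeast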
hIAP block = blocks human intestinal alkaline phosphatase; P09923; purified IAP, CDP-Star luminescence, 30 min; inhibition, % at 10 µM; 0.12% of 330,000 active; AID 2544;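 active means inhibition reaching a set limit with compound at 10 µM in the primary screen, cut at about 35% in these data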;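 further: plate controls were DMSO wells with enzyme for no effect and no-enzyme buffer wells for full effect; values of inactives mirror those of a sister screen read the other way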
Target sequence (P09923 whole entry, looked up): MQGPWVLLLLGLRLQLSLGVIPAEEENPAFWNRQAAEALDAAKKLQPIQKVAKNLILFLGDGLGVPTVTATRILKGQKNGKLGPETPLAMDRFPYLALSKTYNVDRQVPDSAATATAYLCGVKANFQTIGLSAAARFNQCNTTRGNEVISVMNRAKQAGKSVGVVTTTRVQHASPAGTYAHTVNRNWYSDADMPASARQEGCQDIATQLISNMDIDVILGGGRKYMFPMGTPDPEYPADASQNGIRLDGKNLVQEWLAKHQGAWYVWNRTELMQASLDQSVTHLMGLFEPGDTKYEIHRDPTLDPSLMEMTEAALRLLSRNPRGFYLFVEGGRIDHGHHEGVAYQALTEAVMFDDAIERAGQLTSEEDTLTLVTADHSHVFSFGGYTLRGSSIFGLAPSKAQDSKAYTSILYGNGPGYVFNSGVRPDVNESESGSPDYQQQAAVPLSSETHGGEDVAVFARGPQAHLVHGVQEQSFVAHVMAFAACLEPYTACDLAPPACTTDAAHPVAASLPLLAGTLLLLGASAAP
hIAP act = human IAP activation. P09923. purified human IAP, CDP-Star luminescence, 30 min; hits give high values; 1 = vehicle-only enzyme, 0 = enzyme-free background. activation factor at 10 µM. 0.16% of 330,000 active;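 active means activation factor of the enzyme at least 2-fold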; further: the source names both 10 and 20 µM as test concentration; values of inactives mirror those of a sister screen read the other way
The depositor's hits bear a star; & = joins results of further samples; ! = not active in a repeat. Only part of the results is shown. The share of hits here may be higher or lower than overall.

SMILES	NLRP3 yeast inh	ATG4B inhibitor	mIAP act	tim10-1 inh	Apaf1 inhib	mIAP inh	TIM10 inh	hIAP block	hIAP act
COc1cc2[nH]c(=O)n(-c3ccc(C)cc3)c(=O)c2cc1OC	15	-2	0.95	5	2	5	-17	-26	1.3
COC(=O)C1=C(c2ccc3ccccc3c2)C[C@@H]2CC[C@H]1N2C(=O)NCCO	-6	-10	1	-2	2	-3	-1	-4	1
CCOC(=O)c1cn2nc(OP(=S)(OCC)OCC)cc2nc1C	23	1	0.99	0	22	0	-5	7	0.93
CC[C@@H](CO)NC(=O)[C@@H]1C=C2c3cccc4c3c(cn4C)C[C@H]2N(C)C1	22&5	0&2	0.92&0.98	-5&-6	69*!	8&2	1&-2	-2&22	0.91&0.78
Cc1cc(O)c2c(C)c(CC(=O)N3C[C@H]4C[C@@H](C3)c3cccc(=O)n3C4)c(=O)oc2c1	-4	-33	0.95	-5	1	5	1	0	1
COC(=O)C1=C(c2ccc(Cl)c(C(F)(F)F)c2)C[C@@H]2CC[C@H]1N2C(=O)NCCOc1ccccc1Cl	10	-3	1	12	25	-4	1	-20	1.2
O=C(CN1CC=C(c2ccccc2)CC1)NC(=O)NCc1ccco1	15	-15	0.99	22	9	1	-2	-7	1.1
O=C(c1cccc(C(F)(F)F)c1)C1CCCN(Cc2ccccc2O)C1 (stereo not drawn)	19	-9	0.85	3	5	15	-2	16	0.83
COc1cc(C)cc(CN2CC=C(c3ccccc3)CC2)c1O	28	-6	1	-25	2	-4	-1	-11	1.1
Clc1ccc(CN2CCNCC2)cc1	5	-3	1	-3	-9	-1	1	16	0.84
CC12CC[C@H]3[C@@H](CCC4(O)C[C@H](O)CCC34/C=N/NC(=O)c3ccc(O)cc3)C1(O)CCC2C1=CC(=O)OC1 (stereo partly drawn)	0	-5	0.98	-3	-12	2	-24	-7	1.1
CCn1c(=O)cc(OCC(=O)N2CCN(Cc3ccc4c(c3)OCO4)CC2)c2ccccc21	19	-13	1.1	12	18	-11	10	-8	1.1
O=c1cccc2n1CC1CC2CN(S(=O)(=O)c2ccccc2)C1 (stereo not drawn)	-3	8	1.1	1	-3	-8	-11	-1	1
NC1CCCCC1N=Cc1c(O)n(Cc2ccc(F)cc2)c(=O)[nH]c1=O (stereo not drawn)	9	-22	0.92	-5	0	8	6	-4	1
O=P(NCc1ccccc1)(Oc1ccccc1)Oc1ccccc1	10	13	1	32	17	-4	5	-6	1.1
COc1ccc(CNC(=O)/C=C/c2ccc3[nH]cc(CCN(C)C)c3c2)cc1	5	-6	1.1	5	4	-6	12	4	0.96
Brc1ccc(CN2CCNCC2)s1	-3	-7	0.99	21	-19	1	10	-14	1.1
C/C(=N\N1CCCCC1c1cccnc1)c1c(O)n(C2CCCCC2)c(=S)[nH]c1=O (stereo not drawn)	2	43*	0.92	23	29	8	29	3	0.97
CCC(=Nc1ccc(OC)cc1OC)c1c(O)n(C2CCCCC2)c(=O)[nH]c1=O	7	3	0.96	29	13	4	17	6	0.94
COC(=O)Cn1cc(/C=C2\C(=O)NC(=O)N(c3ccccc3)C2=O)c2ccccc21	8	0	0.98	3	-18	2	9	37*	0.63
C/C(=N\NC(=O)c1ccccc1Cl)c1c(O)n(C2CCCCC2)c(=O)[nH]c1=O	20	-6	0.91	17	-4	9	2	-15	1.1
CC1(C)CC(n2[nH]c(=O)c3c2NC(=O)CSC3c2ccc(F)cc2)CCO1 (stereo not drawn)	12	-16	0.99	7	-9	1	-7	-23	1.2
CP(=O)(O)CN1CCCCC1	6	-3	1	-5	-4	-4	2	-2	1
O=C1NC(=O)N(Cc2ccccc2)C(=O)/C1=C/c1cnc(-c2ccccc2)nc1	3	-1	0.95	-3	1	5	11	8	0.92
COC(=O)C1=C(c2ccc(F)cc2F)C[C@@H]2CC[C@H]1N2C(=O)NC(C)C	2	2	0.95	-10	3	5	0	5	0.95
CSc1ccc(CNC2CN3CCC2CC3)cc1 (stereo not drawn)	1	-10	1	-8	2	-5	-1	-26	1.3
CCN(CC)C(=O)c1ccc(NC(=O)Cn2nc(C)c3ccccc3c2=O)cc1	8	0	0.96	4	7	4	-6	8	0.92
CC(C)(C)n1cccc1/C=C1\C(=O)NC(=O)N(c2ccccc2)C1=O	8	9	0.95	12	-8	5	2	-11	1.1
COc1cc(C(=O)OC2C[C@H]3CC[C@@H](C2)N3)ccc1O (stereo partly drawn)	10	1	1.1	11	11	-15	6	-2	1
CC1CN(CC(=O)c2ccccc2Cl)CC(C)O1 (stereo not drawn)	-12	1	1.1	20	4	-6	-6	-4	1
CCCCOC(=O)COc1cc(C)cc2oc(=O)c3c(c12)CCC3	-4	-4	1	0	3	0	6	14	0.86
Cc1ccc(S(=O)(=O)N2CCCC(C(=O)N3CCC4(CC3)OCCO4)C2)cc1 (stereo not drawn)	8	-11	1	14	-11	-5	9	15	0.85
CNC(=O)N(C)c1nnc(C(C)(C)C)s1	2	-6	1.1	10	-11	-7	-16	14	0.86
CCN(CC)S(=O)(=O)N1CCC(C(=O)N2CCC3(CC2)OCCO3)CC1	13	-5	1	-8	-8	-3	2	4	0.96
CCOC(=O)[C@@]1(C#N)[C@@H]2C=CC(C(N)=O)=CN2[C@@H](C(N)=O)[C@@H]1c1cccc(Cl)c1	-4	94*	0.92	16	8	8	4	-7	1.1
Cc1ccc(C)c(NC2=NCCCS2)c1	-3	2	1	-7	-10	-3	-5	-12	1.1
COC(=O)C1=C(c2ccc(Cl)c(C(F)(F)F)c2)C[C@@H]2CC[C@H]1N2C(=O)NCc1ccco1	-4	-7	1	11	18	-2	-2	7	0.93
O=C(CN1CCOCC1)c1ccc2cc[nH]c2c1	8	-8	1.1	-1	-7	-9	-9	17	0.83
COc1cc(CN=Cc2c(O)n(C(C)(C)C)c(=O)[nH]c2=O)cc(OC)c1	15	-12	0.96	34	-4	4	18	-19	1.2
CC12CCCCC1=[N+]([O-])CN2O (stereo not drawn)	9	1	0.95	4	-3	5	7	4	0.96
COC(=O)C1=C(c2cccc(OCc3ccccc3)c2)C[C@@H]2CC[C@H]1N2C(=O)NCc1ccc([N+](=O)[O-])cc1	22	-2	0.89	16	17	11	3	13	0.87
CCCCn1c(O)c(/C=N/N2CCCCC2c2cccnc2)c(=O)[nH]c1=S (stereo not drawn)	15	-7	0.93	27	19	7	33	1	0.99
O=C1NC(=O)N(Cc2ccco2)C(=O)/C1=C/c1cccn1CCOc1ccccc1Cl	2	-6	0.63	-12	5	37	4	19	0.81
CCC(CC)C1C(C#N)=C(N)Oc2c1c(=O)oc1ccccc21 (stereo not drawn)	-20	-6	0.99	0	14	1	-14	13	0.87
N#Cc1ccccc1Cn1cc(C(=O)c2ccco2)c2ccccc21	15	-9	0.96	23	18	4	39	-38	1.4
CCOC(=O)C1(CCc2ccccc2)CCN(CC(O)CO)CC1 (stereo not drawn)	20	31	1	-7	-3	-2	-7	-6	1.1
CC(O)(CS(=O)(=O)c1ccccc1)C(=O)Nc1cccc(C(F)(F)F)c1 (stereo not drawn)	8	7	1	13	0	-4	-1	-6	1.1
COC(=O)C(c1ccccc1)N1CCCCCC1 (stereo not drawn)	-4	7	1	7	5	-4	-1	-13	1.1
COc1ccc(C(=O)NC(=S)N2C[C@H]3C[C@H](C2)c2cccc(=O)n2C3)cc1OC	20	-7	0.88	6	-5	12	6	9	0.91
O=c1[nH]c(=S)n(-c2ccccc2)c(O)c1C=NCCN1CCNCC1	23	-5	0.94	0	-2	6	4	-5	1.1
CCOP(=O)(OCC)C(O)c1ccc(Br)cc1 (stereo not drawn)	12	6	1	6	-12	-1	4	22	0.78
CCOc1ccc(NC(=O)c2c(O)[nH]c(=O)[nH]c2=O)cc1	15	1	0.9	-1	-8	10	11	-18	1.2
COc1ccc(-n2c(O)c(C(C)=NCCc3c[nH]c4ccccc34)c(=O)[nH]c2=O)cc1	18	-2	1.1	-4	1	-8	-15	-8	1.1
CC1CCC(C(C)C)C(OP(N)(=O)c2ccccc2)C1 (stereo not drawn)	-10	6	1.1	29	-1	-9	-10	-2	1
Cc1ccc(N2C(=O)NC(=O)/C(=C/c3ccc(-c4ccc(C(=O)O)c(Cl)c4)o3)C2=O)cc1	9	4	0.79	-6	-3	21	-1	-28	1.3
Cc1ccccc1-n1c(C)nc2sccc2c1=O	1	-3	1	13	-3	-1	2	13	0.87
COc1ccccc1OCCCn1cc(C(=O)c2ccco2)c2ccccc21	27	1	0.99	25	20	1	20	13	0.87
O=C(c1ccc(CS(=O)(=O)c2ccc(Br)cc2)o1)N1CCC2(CC1)OCCO2	-3	-2	1	0	1	-2	9	-2	1
O=C(Nc1ccccc1)c1cc([N+](=O)[O-])ccc1N1CCNCC1	6	1	1	2	-6	-4	3	19	0.81
O=C(NCc1ccc(C(=O)N2CCC3(CC2)OCCO3)cc1)c1ccc2c(c1)OCO2	-5	3	0.96	6	-15	4	3	23	0.77

(list continues)
SMILES	NLRP3 yeast inh	ATG4B inhibitor	mIAP act	tim10-1 inh	Apaf1 inhib	mIAP inh	TIM10 inh	hIAP block	hIAP act
CCC(=NC1CC1)c1c(O)n(-c2ccc(OC)cc2)c(=O)[nH]c1=O	2	-11	1.1	7	9	-5	-2	-9	1.1
COC(=O)C1=C(c2ccc(OCc3ccccc3)cc2)C[C@@H]2CC[C@H]1N2C(=O)NC1CCN(Cc2ccccc2)CC1	14	-7	0.92	15	58*	8	6	3	0.97
CN1CCC2(CC1)NC(=O)C1=C(CN(C)CC1)N2	-10	8	1	11	2	-1	2	10	0.9
CCOc1ccc(-n2c(O)c(N=Nc3c(C)n(C)n(-c4ccccc4)c3=O)c(=O)[nH]c2=O)cc1	23	-2	0.95	-14	0	4	-3	-20	1.2
CN1C(=O)C(Cc2nc3ccccc3c(=O)n2-c2ccccc2)c2ccccc21 (stereo not drawn)	-10	-11	0.96	43*	0	4	52*	14	0.86
Cc1ccc(CN2CCCN(Cc3ccc(C)cc3)S2(=O)=O)cc1	13	1	0.96	25	18	4	-6	8	0.92
O=C1C2C3CCC(O3)C2C(=O)N1c1cccc(F)c1 (stereo not drawn)	9	4	1.1	3	-6	-5	2	4	0.95
Cc1cc(OCC(=O)NC(Cc2ccc(Cl)cc2)C(=O)O)c2c3c(c(=O)oc2c1)CCCC3 (stereo not drawn)	8	45*	0.86	16	5	14	-1	26	0.74
N#CCC(=O)NN1Cc2ccccc2C1=N	-8	4	1	6	-1	-1	17	-4	1
CC(C)=CCSc1nnc([C@@H](N)Cc2c[nH]c3ccccc23)o1	19	0	0.91	45*	5	9	9	8	0.92

Screening data from PubChem.
